Screening results as filed in PubChem.
GALK inhibitor – galactokinase (human) inhibition. P51570. Purified GALK, Kinase-Glo residual ATP luminescence. Potency, µM (series often up to 57.5 µM), without a hit: at the highest dose activity change, negative = inhibition, actives largely listed as inhibitors. 270,000 compounds, 0.007% hits. AID 1868; further: potency means the concentration at half of the fitted maximal effect; on the % scale 0 is the no-effect control and ±100 the full control effect
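Quantitative HTS: GALK 5 nM, ATP 35 uM, galactose 100 uM, 1 h room temperature, then luciferase-based ATP detection.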
Tb PFK inh – inhibitors of T. brucei phosphofructokinase; 330,000 compounds, 0.17% hits; O15648; T. brucei PFK, ADP-Glo luminescence; Potency, µM (doses to about 57.5 µM), without a hit: at the highest dose activity, negative = inhibition, hits mostly inhibitors;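 further: potency means the concentration at half of the fitted maximal effect; 0% = uninhibited 1x PFK enzyme wells and -100% = no-enzyme wells; nearly all actives have a fitted effect of over 60% in size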
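Luminescent ADP detection (ADP-Glo, two-step: ATP depletion then ADP-to-ATP conversion for luciferase) reported PFK activity after 45 min room-temperature reaction of 1.25 nM enzyme with 0.5 mM F6P and 0.1 mM ATP at pH 8.0.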
TSHR antag – blocks TSH signaling through the human TSH receptor; P16473; TSHR-expressing cells, TSH-stimulated cAMP HTRF, 2 h; stronger effect = lower value; activity change, negative = inhibition, % at 11.5 µM; 330,000 compounds, 0.2% hits; AID 504810;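 active means activity change below a set negative limit, meaning inhibition stronger than a set level, cut at about -70% in these data; inconclusive means activity change between two set negative limits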; further: on the % scale 0 is the no-effect control and ±100 the full control effect
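Inhibition of cAMP made by TSHR-expressing cells under TSH stimulation (4nM final, EC80; 2 h, 37 deg C) is quantified with a one-step lysis HTRF kit, anti-cAMP cryptate versus cAMP-d2.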
MLL CXXC-DNA inh – inhibitors of human MLL CXXC domain-DNA interaction. 290,000 compounds, 0.037% hits. Potency, µM (series often up to 115 µM), for the others: at the top dose activity change, negative = inhibition, most hits filed as inhibitors. MLL-CXXC / FITC-HOXA9 DNA fluorescence polarization. Q03164; active means well fitted inhibition curve with a large enough effect in the polarisation, with a control signal flat, not every such curve was filed as active; inconclusive means small, poorly fitted or top-dose-only effect, or effect the other way, or a change in a side signal; inactive means no such curve, though single readings can be large or run the other way; the % refers to the polarisation; further: potency means the concentration at half of the fitted maximal effect
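Steps: dispense CXXC domain solution (7 uM) → pin compounds or unlabeled HOX-A9 DNA control → 5 min ambient → add FLSN-HOX-A9 solution (50 nM) → spin → 30 min ambient → fluorescence polarization. Tris pH 7.5/NaCl/DTT/BSA buffer.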
A-T KAP1 phos – potential ataxia-telangiectasia treatment | […] A-T fibroblasts, KAP-1 phosphorylation AlphaLISA; neocarzinostatin DNA damage 30 min before lysis | Potency, µM (titrated, usually from 57.5 µM), for the others: at the top dose activation, most hits filed as activators | 320,000 compounds, 0.19% hits | AID 485349; further: potency means the concentration at half of the fitted maximal effect; % of control where 0% means no effect; nearly all actives have a fitted effect of over 45% in size
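ATM-like activity read as KAP-1 phosphorylation via AlphaLISA donor/acceptor antibody pairs after lysis and 6 hr at 25C. Cells were ATM-null patient fibroblasts ([…], hTERT), dosed 60 min, then exposed to the DSB inducer NCS for 30 min.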
KCNH2 WT inh – KCNH2 (human, wildtype) channel inhibition; U2OS, BacMam KCNH2, thallium flux FluxOr; stronger effect = lower value; 340,000 compounds, 0.37% hits; Q12809; AID 720551; activity change, % at 1.84 µM;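 active means maximum activity change below -70%; inconclusive means maximum activity change between -70% and -50%; inactive means maximum activity change above -50%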; further: on the % scale 0 is the no-effect control and ±100 the full control effect
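U2OS cells transduced with wild-type KCNH2 virus are loaded with FluxOr dye for 45 min, and thallium flux is measured in kinetic reads before and after stimulation buffer. Rate constants are normalized to DMSO controls.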
Giardia killer – kills Giardia lamblia. Giardia lamblia trophozoite viability. activity change, % at 7.66 µM, hits read low. 340,000 compounds, 0.15% hits. AID 540267; in the data active means activity change below about -80%; inconclusive means between about -30% and that limit;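 further: parasites exposed to compound for two days anaerobically before the ATP read; on the % scale 0 is the no-effect control and ±100 the full control effect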
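Media and compound were dispensed first, then trophozoites at 100 cells/well; plates sat 48 hrs at 37 deg C without oxygen before ATP luminescence reagent was added and read after 15-30 min at room temperature.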
FBPA coupling cs – inhibits coupling enzyme system, counter-screen for aldolase hits. activity change, negative = inhibition, % at 58.2 µM, hits read low. 290,000 compounds, 0.67% hits. coupling enzyme system counterscreen, AmpLite Red fluorescence. AID 2472; in the data active means activity change below about -30%; further: on the % scale 0 is the no-effect control and ±100 the full control effect
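Final compound at 57.5 uM, incubated 10 min at RT with coupling enzyme reagent (glyceraldehyde-3-phosphate), then 20 min with substrate and AmpLite Red detection. Fluorescence read at 525/598 nm; tests interference with the coupling assay, not aldolase inhibition.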
BCR signal inh – inhibitors of chronic active B-cell receptor signaling | 340,000 compounds, 0.05% hits | Potency, µM (doses to about 46.1 µM), without a hit: top-dose ratio change, negative = lower green/red ratio, hits mostly inhibitors | ABC-DLBCL IkBa-CBG/CBR reporter, luminescence ratio, 4 h; active means well fitted inhibition curve with a large enough effect in the signal ratio, with a control signal flat, not every such curve was filed as active; inconclusive means small, poorly fitted or top-dose-only effect, or effect the other way, or a change in a side signal; the % refers to the signal ratio;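 further: potency means the concentration at half of the fitted maximal effect; plate controls were basal doxycycline-induced cells for no effect and cells given 10 µM MG132 for full effect; MG132 reads +100%, hits lower the ratio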
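Compounds up to 46 uM were incubated four hours with TMD8 cells whose green CBG68 luciferase is fused to IkappaBalpha; red CBR luminescence normalised the signal, and concentration-effect curves were fitted to fusion, red and ratio data.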
TCR activator – activators of T cell receptors; primary human leukocytes, anti-CD3, IL-2 HTRF, 48 h; Potency, µM (highest dose often 9.22 µM), without a hit: top-dose activation of IL-2 secretion, actives largely listed as activators; 330,000 tested, under 10 active; AID 504894; further: % of control where 0% means no effect
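Compounds are tested in HTS on primary human leukocytes co-incubated with a-CD3 beads for 48 hr. IL-2 output is measured by time-resolved FRET.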
* hit, by the source's call; ? = inconclusive; . = not tested or not shown; & = joins results of further samples; [ ] = another dose, or the depositor's remark. Unless noted, the call rests on the fitted dose curve; in most records, active means well fitted curve in the direction sought with a large enough effect; inconclusive means small, poorly fitted or top-dose-only effect, or another doubt; inactive means no such curve, though single readings can be large; an effect the other way counts as inactive or inconclusive.

SMILES	GALK inhibitor	Tb PFK inh	TSHR antag	MLL CXXC-DNA inh	A-T KAP1 phos	KCNH2 WT inh	Giardia killer	FBPA coupling cs	BCR signal inh	TCR activator
CCC(Sc1nc2ncccc2[nH]1)C(=O)NC1CCC(C)CC1 (configuration not stated)	.	4.2%	19.7	-7.7%	5.0%	-12.0	-29.3	0.7	23.8%	0.0%
CC(C)c1ccc(NC(=S)NC2CC3C=CC2C3)cc1 (configuration not stated)	.	-2.5%	-4.5	0.1%	9.1%	-10.6	-18.0	-3.2	?	1.6%
CCCCOC(=O)Nc1ccc(N2CCCCC2)cc1	1.0%	1.9%	-2.8	47.9%[activator]	3.9%	2.9	-5.2	0.0	2.1%	4.1%
O=C(N/N=C/c1cc(O)ccc1[N+](=O)[O-])c1ccc2c(c1)OCCO2	1.8%	20.5%	-10.4	-16.0%	-5.1%	50.1	-19.0	-0.4	?	-7.9%
C=CCNC(=O)CSc1nnc(-c2ccncc2)n1CCc1ccccc1	1.1%	1.1%	3.4	3.1%	7.2%	-9.6	16.2	0.6	8.0%	1.4%[46.1 µM]
Fc1ccccc1COc1ccc2ccccc2c1CNc1nn[nH]n1	8.5%	0.9%	5.0	4.3%	3.4%	15.8	5.1	0.0	?	-1.0%
Cc1cc(NC(=O)CN2C(=O)NC(C)(c3ccccc3Cl)C2=O)no1 (configuration not stated)	.	10.5%	28.6	.	-4.2%	1.3	-14.5	.	-3.2%	6.4%
Cc1ccc(S(=O)(=O)N/N=C\c2ccc3c(c2)OCO3)cc1	.	5.7%	-2.1	4.6%	-6.9%	19.3	11.2	1.1	2.6%	.
Cc1ccccc1N1CCN(C2CCCN(C(=O)CCC(=O)N(C)C)C2)CC1 (configuration not stated)	5.1%	-13.7%	35.2	-7.2%	12.4%	9.1	-29.6	-0.2	4.1%	-6.7%
O=C(CN(Cc1ccco1)C(=O)CNS(=O)(=O)c1ccc(F)cc1)NCCc1ccccc1	-1.2%	-5.5%	-0.8	-4.4%	-0.1%	-4.0	6.7	0.3	-0.7%	-0.4%
CCCCn1c(N)c(N(CCOC)C(=O)CCCc2cccs2)c(=O)[nH]c1=O	.	-1.3%	-4.0	.	9.4%	6.0	-4.0	.	-4.7%	-1.0%
CCN(CC)CCCNc1cc(C)nc2cc(-c3cccs3)nn12	9.8%	0.0%	-20.9	-22.4%	-3.2%	1.9	-28.5	3.9	-7.2%	.

Reprinted from the part before: 2 entries; new compounds follow.
SMILES	GALK inhibitor	Tb PFK inh	TSHR antag	MLL CXXC-DNA inh	A-T KAP1 phos	KCNH2 WT inh	Giardia killer	FBPA coupling cs	BCR signal inh	TCR activator
CCCCn1c(N)c(N(CCOC)C(=O)CCCc2cccs2)c(=O)[nH]c1=O	.	-1.3%	-4.0	.	9.4%	6.0	-4.0	.	-4.7%	-1.0%
CCN(CC)CCCNc1cc(C)nc2cc(-c3cccs3)nn12	9.8%	0.0%	-20.9	-22.4%	-3.2%	1.9	-28.5	3.9	-7.2%	.
COc1ccc(NC(=S)NC2CCS(=O)(=O)C2)cc1 (configuration not stated)	3.1%	0.0%	11.5	-5.2%	-3.3%	-11.1	-0.3	-0.7	1.5%	0.4%[46.1 µM]
CN(c1ccccc1)S(=O)(=O)c1cccc(NC(=O)c2ccncc2)c1	-2.1%	-6.9%	-5.4	-9.4%	-1.1%	25.0	-9.0	0.5	1.3%	-4.9%
O=C(O)/C=C/C(=O)Nc1ccc(NC(=O)c2ccccc2)c(Cl)c1	-1.9%	0.7%	32.3	56.8%[activator]	8.6%	4.3	-12.7	7.2	-0.8%	6.3%
COCCNC(=O)CSc1nc2ccccc2c(=O)n1-c1cccc(OC)c1	0.1%	-0.6%	0.6	-4.6%	3.7%	-2.5	9.6	-0.7	-2.3%	1.9%
CCn1c(=O)c([N+](=O)[O-])c(N2CCSCC2)c2ccccc21	3.9%	-0.7%	-3.1	6.6%	-15.2%	-1.6	-22.4	6.1	7.6%	-0.7%
COc1ccc(-n2nnnc2/C(=C/N(C)C)C(=O)c2ccccc2)cc1	.	0.9%	-0.4	-2.1%	9.1%	4.5	15.5	1.6	-4.8%	-0.3%
Nc1ccccc1Nc1cc(-c2ccccc2)[nH]n1	10.1%	1.9%	-9.8	-5.6%	-1.5%	-4.8	-9.0	-0.8	?	-4.9%
COc1ccc(CNC(=O)C(C#N)c2nc3ccccc3nc2N2CCCC2)cc1 (configuration not stated)	-0.9%	-10.0%	4.4	?	-3.5%	9.6	-20.3	5.6	?	-50.2%
CC1CCN(S(=O)(=O)c2ccc(S(=O)(=O)NCc3ccco3)cc2)CC1	-5.9%	4.2%	-3.8	5.8%	0.6%	2.8	-4.8	0.5	-2.8%	-2.7%[46.1 µM]
CC(C)CNC(=S)Nc1ccc(F)cc1	4.3%	-10.0%	9.3	0.2%	1.3%	-2.1	1.7	1.4	?	-7.7%[46.1 µM]
COc1cc(/C=C/c2nc(N)nc(-c3ccccc3O)n2)cc(OC)c1OC	3.3%	7.6%	-38.9	14.1%	5.0%	1.7	28.2	1.2	?	-0.2%[46.1 µM]
COc1ccc(-c2noc(=O)n2Cc2cc(C)ccc2C)cc1	1.0%	-0.5%	13.5	-4.7%	-2.8%	-6.6	12.8	-1.0	14.2%	4.3%
CC1CCCCN1C(=O)COC(=O)C1CCN(S(=O)(=O)c2ccc3c(c2)OCCO3)CC1 (configuration not stated)	.	-4.9%	2.6	.	9.4%	-3.7	-17.0	.	0.0%	7.3%
Clc1ccc(Nc2nc3cccnc3s2)cc1	-0.2%	1.1%	-9.3	-0.4%	-1.0%	-8.6	-16.4	0.0	?	1.5%
C=CCn1c(-c2ccccc2)cc(SC)c(C#N)c1=O	0.8%	0.0%	-6.7	1.9%	6.6%	-9.3	-1.9	0.2	3.0%	-4.9%
COC(=O)C1=C(C)N(Cc2ccccc2)C(=NCc2cc(OC)c(OC)c(OC)c2)N[C@H]1c1ccc(Br)cc1	.	-1.5%&-0.9%	12.8&13.6	-4.4%	-2.0%&-8.3%	-14.4	-15.7	-0.1	?	2.5%
CCS(=O)(=O)NCc1cn2c(C)csc2n1	-0.5%	0.5%	6.1	1.8%	0.2%	-2.1	-1.4	-1.4	-1.6%	-1.8%
CCN(C[C@H]1N[C@@](CC)(C(=O)OC)[C@H]2C(=O)N(Cc3ccccc3)C(=O)[C@@H]12)C(=O)COc1ccccc1	.	-1.1%	12.5	.	-2.6%	-5.4	-7.6	.	0.8%	6.5%
COCc1[nH][nH]c(=O)c1C=Nc1ccc(Oc2ccccc2)cc1	-4.0%	0.5%	-4.9	-19.8%	-0.5%	0.2	0.1	-4.0	-5.2%	-5.4%
Cc1ccc(C)c(C(=O)N(C)CC(=O)Nc2ccccc2C(F)(F)F)c1	-1.2%	4.7%	15.4	11.3%	0.0%	-0.2	-22.4	-2.7	10.5%	-2.2%
C=CCOc1ccc(/C(O)=C2/C(=O)C(=O)N(CCN3CCOCC3)C2c2ccc(C)cc2)cc1 (configuration not stated)	3.3%	-3.0%	-6.3	-14.5%	2.5%	-0.4	-2.4	8.5	1.9%	.
CC12CCC(C(N)=O)(C1Br)C2(C)C (configuration not stated)	0.3%	-2.4%	6.8	-0.3%	-4.0%	-2.7	26.5	-0.4	-0.5%	8.5%[46.1 µM]
COc1ccc(OC)c(NC(=O)Nc2cccc(Cn3cccn3)c2)c1	2.0%	-3.3%	-44.6	0.5%	1.3%	16.8	4.3	6.7	?	3.2%
Cc1cc(C)nc(/N=C(\N)Nc2ccc3c(c2)OCCO3)n1	-2.5%	-0.7%	-27.4	11.8%	-5.7%	-2.6	-17.4	-0.3	3.8%	1.3%
CCCCCNC(=O)c1ccc2c(=O)n(CCCOCC)c(=S)[nH]c2c1	-1.0%	-1.1%	-11.2	5.5%	5.4%	17.0	2.7	0.0	?	-1.5%
O=C(Nc1ccccc1N1CCOCC1)c1ccc2c(c1)OCCO2	6.3%	0.1%	27.8	2.9%	10.2%	10.1	-2.8	.	?	7.0%
C[N+]1(C2CCC3CCCC2C3O)CCCC1 (configuration not stated)	-0.2%	-2.5%	11.3	24.0%	-0.6%	-9.4	6.5	1.5	-4.1%	-32.2%[inhibitor][46.1 µM]
COc1ccc(CNC(=O)c2cnc3n(c2=O)CCS3)cc1	-0.5%	-3.9%	-0.4	-2.1%	3.9%	-20.3	2.0	-0.1	-1.9%	-6.8%[46.1 µM]
COc1ccc2cc(-c3[nH]ncc3CN3CCCN(c4ccccc4)CC3)ccc2c1	-1.7%	-6.2%	-7.9	-7.0%	-0.1%	-14.2	3.2	-1.7	0.2%	3.4%
Cc1ccc(S(=O)(=O)N2CCN(C(=O)CCn3cncn3)CC2)cc1	-8.1%	10.7%	-49.2	0.1%	2.1%	-3.6	-2.9	-2.2	0.5%	-4.4%
COc1ccc(Nc2nc(N)nc(CN3CCN(c4ccccn4)CC3)n2)cc1	6.1%	.	.	4.5%	.	4.7	-5.5	0.8	.	4.6%
